TLR4 MyD88 comp = inhibitors of human TLR4-MyD88 binding; inhibition, % at 8.4 µM; HeLa CL3-4 TLR4/MyD88 BLA complementation, FRET ratio; actives 0.18% (n = 200,000); AID 861; in the data active = inhibition above about 25%;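 also: 0% = vehicle and 100% = reference inhibitor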
Target sequence (O00206 whole entry, looked up): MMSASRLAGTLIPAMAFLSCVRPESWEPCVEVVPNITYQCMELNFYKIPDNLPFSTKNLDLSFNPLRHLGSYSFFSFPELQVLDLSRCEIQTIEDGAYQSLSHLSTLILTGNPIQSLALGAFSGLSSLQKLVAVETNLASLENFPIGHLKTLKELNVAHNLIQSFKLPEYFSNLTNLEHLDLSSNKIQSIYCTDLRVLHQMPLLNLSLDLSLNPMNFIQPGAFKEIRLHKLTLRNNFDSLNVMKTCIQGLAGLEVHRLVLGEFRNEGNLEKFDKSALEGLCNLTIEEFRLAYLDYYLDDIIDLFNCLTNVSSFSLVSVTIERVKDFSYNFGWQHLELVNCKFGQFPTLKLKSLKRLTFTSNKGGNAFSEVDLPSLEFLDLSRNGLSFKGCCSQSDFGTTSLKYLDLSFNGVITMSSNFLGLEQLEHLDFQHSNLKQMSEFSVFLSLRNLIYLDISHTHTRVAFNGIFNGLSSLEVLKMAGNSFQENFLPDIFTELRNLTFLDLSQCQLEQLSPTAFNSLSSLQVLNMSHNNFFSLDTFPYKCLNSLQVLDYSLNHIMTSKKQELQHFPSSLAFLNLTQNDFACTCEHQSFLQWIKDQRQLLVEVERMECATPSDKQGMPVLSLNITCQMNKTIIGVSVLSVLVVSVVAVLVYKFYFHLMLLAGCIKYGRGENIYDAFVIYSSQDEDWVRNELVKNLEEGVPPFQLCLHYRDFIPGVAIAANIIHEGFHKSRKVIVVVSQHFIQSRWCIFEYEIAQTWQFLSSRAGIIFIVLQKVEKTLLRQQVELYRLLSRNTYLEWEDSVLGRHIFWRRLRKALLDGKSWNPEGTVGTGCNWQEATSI
Target sequence (Q99836 whole entry, looked up): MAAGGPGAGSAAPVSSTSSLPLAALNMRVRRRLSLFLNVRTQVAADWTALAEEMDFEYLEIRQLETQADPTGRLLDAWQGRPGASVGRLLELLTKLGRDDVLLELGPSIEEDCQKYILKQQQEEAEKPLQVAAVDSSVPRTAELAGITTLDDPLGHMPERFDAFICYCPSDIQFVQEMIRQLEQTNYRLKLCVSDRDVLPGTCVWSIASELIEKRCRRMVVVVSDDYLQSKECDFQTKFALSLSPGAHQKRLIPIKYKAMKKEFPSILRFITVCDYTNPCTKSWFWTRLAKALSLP
Diaph inh CS = counter-screen for diaphorase-based assays: diaphorase inhibitors and chemical oxidizers; AID 1217; actives 0.69% (n = 190,000); diaphorase resazurin-to-resorufin fluorescence, NADH, 16 min; bacterial (C. kluyveri) enzyme, not human; inhibition, % at 20 µM;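 active = primary screen inhibition at 20 µM above a set limit, cut at about 50% in these data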;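 also: plate controls were DMSO with full reaction for no effect and wells lacking NADH for full effect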
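System: Diaphorase enzyme from Clostridium kluyveri | Amount: Enzyme working solution with 0.14 U/mL diaphorase | Benchmarks: No-NADH positive control and DMSO neutral control | Signal: Fluorescence of resorufin formed from resazurin, Ex 544/Em 590 nm | Schedule: 16-min room-temperature incubation before reading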
Diaphorase act = activates diaphorase or chemically reduces, flagging diaphorase assay artifacts; Diaphorase/resazurin coupled assay, resorufin fluorescence, 16 min; stronger effect = higher value; 1 = vehicle wells, 0 = NADH-free wells; activation factor at 20 µM; actives 0.005% (n = 190,000); AID 1229;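 active = diaphorase activity raised at least twofold by the compound at 20 µM; inactive = activation factor below 2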
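Test system: Clostridium kluyveri diaphorase, purified enzyme; input: enzyme 0.07 U/mL final; buffer or medium: 50 mM HEPES pH 7.4 with 4.542 mM MgCl2, 0.005% Tween 20; also added: 0.114 mM NADH and 0.1 mM resazurin, final amounts; schedule: 16 min enzyme reaction, ambient temperature; technique: fluorescence of resorufin, 544 nm excitation, 590 nm emission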
STAT3 blocker = STAT3 signaling inhibition; U3A cells, IL-6 STAT3-luciferase reporter, luminescence; host cell line lacks STAT1; inhibition, % at 5.5 µM; actives 0.89% (n = 190,000); AID 862;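 active = inhibition above the mean inhibition across all screened compounds plus 3 SD, cut at about 44% in these data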;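 also: 0% = DMSO only wells and 100% = 100 µM nifuroxazide control wells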
STAT1 inh = inhibitors of IFN-gamma induced STAT1 signaling; NIH 3T3 STAT1-luciferase reporter, luminescence; inhibition, % at 5.5 µM; actives 0.35% (n = 200,000); AID 920;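 active = inhibition above a set limit, the mean inhibition across all tested compounds plus 3 SD, cut at about 34% in these data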;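 also: 0% = IFN-gamma with DMSO and 100% = IFN-gamma with 300 µM nifuroxazide; values of inactives mirror those of a sister screen read the other way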
STAT1 activator = STAT1 signaling activation. NIH 3T3 STAT1-luciferase reporter, IFN-gamma, luminescence; 100% = IFN-gamma alone, no compound. activation (% of control), % at 5.5 µM. actives 2.6% (n = 200,000);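 active = activation above the screen-wide mean activation plus 3 SD, cut at about 130% in these data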;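 also: raw ratio to IFN-gamma control signal so 100% means no change and 0% no light; values of inactives mirror those of a sister screen read the other way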
G6PDH counter = counter-screen for G6PDH assay hits: L. mesenteroides G6PDH inhibition; Purified L. mesenteroides G6PDH, diaphorase/resazurin coupled fluorescence, 45 min; inhibition, % at 5 µM; actives 0.12% (n = 200,000); AID 1020; in the data active = inhibition above about 50%
STAT3 activator = STAT3 signaling activation; actives 0.91% (n = 190,000); U3A cells, IL-6 STAT3-luciferase reporter, luminescence; 100% = signal with IL-6 EC80 alone; activation (% of control), % at 5.6 µM;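 active = activation above the screen-wide mean of compound activation plus 3 SD, cut at about 130% in these data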;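 also: 0% = background luminescence of wells with medium and substrate only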
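Material: STAT3-luciferase reporter U3A cells; Probe or stimulus: IL-6 (33 ng/mL); Incubation: compound pre-incubation 1 h before IL-6, then 6 h stimulation at 37 °C; Technique: luminescence from STAT3-driven luciferase reporter; Evaluation: % activation versus median of IL-6-stimulated wells; Controls: IL-6-only high control.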
APP 5UTR inh = APP translation inhibition; AID 1285; actives 0.82% (n = 190,000); SH-SY5Y APP 5'UTR-luciferase reporter, luminescence; inhibition, % at 2 µM;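 active = inhibition above a set limit, derived from the sample mean plus 3 SD, cut at about 45% in these data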; also: values of inactives mirror those of a sister screen read the other way
Hsp70 act = switches on Hsp70 transcription; HeLa Hsp70 promoter luciferase reporter, luminescence; scaled: vehicle 0, proteasome-inhibitor control 100%; activation, % at 10 µM; AID 1203; actives 0.04% (n = 200,000);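 active = activation above the mean across all tested compounds plus 3 SD, cutoff set per campaign, cut at about 5.5% in these data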;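 also: 100% = MG132 at 30 µM as the positive control and 0% = DMSO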
* marks the source's active call; other numbers are inactive results; . = no result given.

Preview (2 entries):
SMILES	TLR4 MyD88 comp	Diaph inh CS	Diaphorase act	STAT3 blocker	STAT1 inh	STAT1 activator	G6PDH counter	STAT3 activator	APP 5UTR inh	Hsp70 act
COc1cccc(C(=O)CN(C(=O)c2ccc(Cl)cc2Cl)N2C(=O)c3ccccc3C2=O)c1	-5.7	18.2	0.8	-9.4	-10.2	109.1	18.3	107.9	6.3	-0.2
CCOC(=O)c1ccccc1NC(=O)CSc1nccn1C	0.0	15.2	0.8	2.1	3.7	94.1	2.3	100.8	-31.1	0.2

The whole of this part, previewed entries included:
SMILES	TLR4 MyD88 comp	Diaph inh CS	Diaphorase act	STAT3 blocker	STAT1 inh	STAT1 activator	G6PDH counter	STAT3 activator	APP 5UTR inh	Hsp70 act
COc1cccc(C(=O)CN(C(=O)c2ccc(Cl)cc2Cl)N2C(=O)c3ccccc3C2=O)c1	-5.7	18.2	0.8	-9.4	-10.2	109.1	18.3	107.9	6.3	-0.2
CCOC(=O)c1ccccc1NC(=O)CSc1nccn1C	0.0	15.2	0.8	2.1	3.7	94.1	2.3	100.8	-31.1	0.2
O=C(CN(c1ccc(Cl)c(Cl)c1)S(=O)(=O)c1ccccc1)N1CCc2ccccc2C1	-12.1	18.5	0.8	9.1	-0.9	100.8	1.5	93.0	-6.0	-0.1
O=C(NCCCN1CCOCC1)C1Cc2c(ccc3ccccc23)O1 (centres undefined)	4.5	-14.2	1.1	7.8	0.8	99.4	9.2	100.5	20.0	0.2
CN(C)c1ccnc(Nc2ccccc2)c1C#N	-19.4	5.1	0.9	-4.9	-11.4	108.5	0.3	108.9	14.4	0.0
CC1(C)CC(=O)c2cnc(NC(=O)C3CCCC3)nc2C1	-19.5	15.7	0.8	-8.5	-10.2	109.4	0.6	109.6	-2.9	-0.3
O=C(NCC1CCCO1)/C(=C\c1ccco1)NC(=O)c1ccccc1 (centres undefined)	-20.9	-6.4	1.1	5.3	2.2	98.0	7.5	101.6	1.2	0.1
CCOc1ccc(NC(=O)c2cc3cc4ccc(C)cc4nc3o2)cc1	6.5	5.1	0.9	18.0	-9.8	107.4	5.2	86.6	-2.4	0.1
CC(C)C(NC(=O)OC(C)(C)C)C(=O)N1CCCC1C(=O)NC(Cc1ccccc1)C(N)=O (centres undefined)	-4.0	6.6	0.9	13.1	4.5	95.9	-2.0	90.7	-4.4	2.3
c1ccc(-c2cc(-c3nc(-c4ccccn4)no3)c3ccccc3n2)cc1	-9.4	.	.	26.1	-3.6	103.3	.	80.6	1.6	-0.2
COc1ccc(-c2cc(=O)oc3cc(OC(=O)C4CCCCC4)ccc23)cc1	1.0	12.9	0.9	2.0	6.3	94.4	-19.4	97.6	-6.5	-0.1
COc1cc(CCC(=O)OCC(=O)Nc2ccc(C(N)=O)cc2)cc(OC)c1OC	-3.5	4.6	1	23.7	3.4	95.5	4.8	85.0	13.5	-0.3
CN(C)S(=O)(=O)c1ccc(S(=O)(=O)N2CCN(CCC#N)CC2)cc1	2.6	14.1	0.9	9.4	-0.6	101.5	-8.0	92.5	19.4	-0.2
COc1ccc(-n2nnc3c(SCC(=O)Nc4ccccc4F)ncnc32)cc1	4.2	10.4	0.9	2.9	1.3	97.0	-0.3	103.8	12.5	0.2
CC(=O)Nc1ccc(/C=N/N2C(=O)NC(C)(c3ccc(OC(F)F)cc3)C2=O)cc1 (centres undefined)	6.2	-4.3	1	9.8	3.0	96.9	11.2	95.2	8.1	-0.3
Cc1ccc(C(=O)CC2(O)C(=O)N(C)c3ccccc32)s1 (centres undefined)	-5.6	20.5	0.8	-1.8	-3.5	101.8	10.3	102.6	1.0	-0.1
COc1ccc(N2CCN(C3=CC(=O)N(c4cccc(Cl)c4)C3=O)CC2)cc1	-0.8	13.7	0.9	4.0	7.7	91.5	-3.6	97.8	-3.0	-0.5
Cc1ccsc1C1NC(=O)c2ccccc2N1 (centres undefined)	4.2	4.6	1	11.9	-3.1	102.9	12.0	94.0	2.5	0.2
Cc1cc(CNC(=O)Nc2ccc3c(c2)OCO3)nn1C	-8.2	2.0	1	-9.8	-5.7	105.3	0.6	110.3	-14.8	0.7
O=C(Nc1ccc(N2CCN(C(=O)c3ccc(Cl)cc3)CC2)cc1)c1ccc2c(c1)OCCO2	10.9	17.7	0.8	86.7*	12.7	88.3	4.7	28.5	19.1	-0.3
Oc1ccccc1C1=NCCNC(C(F)(F)F)=C1	-5.3	-7.9	1.1	10.6	-0.3	100.5	21.1	98.6	-13.6	0.1
Cc1ccc2cc(C)c3nnc(SCC(=O)Nc4nc5c(s4)CCCC5)n3c2c1	-16.3	16.1	0.8	4.4	8.0	92.7	7.6	96.9	-7.7	0.0
N#Cc1c(N)oc(-c2ccc3c(c2)OCO3)c1-c1ccc2c(c1)OCO2	-21.6	26.1	0.7	0.6	2.1	98.1	14.2	98.2	-13.8	-0.2
COC(=O)C1CCN(CC(=O)Nc2ccc(OC)c(Cl)c2)CC1	-7.4	-1.2	1	6.5	-1.6	101.2	12.3	100.9	1.6	0.4
CCN(CC)S(=O)(=O)c1cccc(C(=O)NC(Cc2c[nH]c3ccccc23)c2nnc3n2CCCCC3)c1 (centres undefined)	3.5	9.9	0.9	-12.0	-0.1	100.1	4.9	110.6	-13.0	-0.1
C=CCN1C(=O)/C(=C/c2ccc(N(C)C)cc2)S/C1=N\c1nnc(CC)s1	1.0	4.5	1	14.6	-1.4	101.3	3.3	93.6	-7.2	-0.3
CCn1c(CNc2ccc(C(=O)O)cc2)nc2ccccc21	-13.9	12.9	0.9	2.3	6.0	94.5	27.6	96.8	12.1	-0.3
O=C(Nc1ccc(-c2nc3ccccc3o2)cc1)c1ccc2c(c1)OCO2	0.1	0.4	1	19.9	-9.8	109.1	-53.4	82.4	-2.7	-0.3
O=C(CSc1ncn[nH]1)NCCc1ccccc1	1.7	7.4	0.9	0.5	-3.5	106.9	1.0	99.5	7.0	-0.2
CCCc1cc(=O)n2[nH]c(NCc3ccccc3Cl)nc2n1	3.6	17.1	0.8	4.1	3.4	96.9	-0.6	98.9	0.3	0.2
Cc1ccc(N2C(=O)CC(Cc3cccc(C)c3)C2=O)cc1 (centres undefined)	-7.9	4.7	1	5.9	-2.2	100.3	8.0	96.8	-8.3	-0.3
CC(=O)N1c2ccccc2NC2=C(C(=O)CC(C)(C)C2)C1c1cccn1C (centres undefined)	13.9	8.2	0.9	-1.7	-9.2	106.4	5.3	107.3	-13.7	-0.2
COCc1cc(C)nc(N/N=C/c2ccc(-c3cc(C(=O)O)ccc3Cl)o2)c1C#N	2.0	19.1	0.8	-4.0	-11.0	108.6	3.0	107.6	-15.4	0.1
COc1cc(NC(=O)COC(=O)C=C(C)C)c(C)cc1[N+](=O)[O-]	2.1	7.2	0.9	-4.9	-4.3	104.1	2.5	103.7	-6.2	-0.1
Cc1cccc2cc(C#N)c(NCc3ccccc3)nc12	2.0	-12.6	1.1	2.4	-6.1	105.4	-3.6	104.7	-2.3	-0.4
CCc1[nH]nc2c1C(c1ccc(Br)s1)C(C#N)=C(N)O2 (centres undefined)	7.0	25.6	0.7	5.9	-2.3	102.1	-2.2	100.0	-5.8	-0.2
O=C(COC(=O)c1ccc(=O)n(Cc2ccccc2)n1)Nc1ccc2c(c1)OCCO2	2.9	6.3	0.9	0.9	-5.5	105.0	10.5	103.5	-2.5	-0.3
Cc1ccc(/C=C2/C(=O)N=C(N)N2C)s1	-4.7	7.2	0.9	3.3	-1.1	101.0	9.1	101.2	-0.4	0.0
CCc1ccc(NC(=O)CSCCN2C(=O)c3ccccc3C2=O)cc1	-2.1	7.0	0.9	-4.9	-16.3	114.7	9.1	107.0	-1.3	-0.3
Nn1c(SCC(=O)NCCC2=CCCCC2)nnc1C(F)(F)F	-4.2	7.6	0.9	-9.2	0.4	99.7	1.0	106.2	.	-0.2
COC(=O)Nc1ccc2c(c1)N(C(=O)CCN1CCN3CCCC3C1)c1ccccc1S2 (centres undefined)	-32.8	6.8	0.9	-7.3	9.0	91.8	1.0	108.3	11.4	0.1
Cc1cccc(C)c1NC(=O)C1(N(C(=O)c2ccccn2)c2ccc(O)cc2)CCCCC1	-0.9	3.2	1	0.2	5.2	93.8	6.3	101.5	18.6	0.1
Cc1oc(-c2ccc(Cl)cc2)[n+]([O-])c1C	9.3	12.9	0.9	17.0	2.2	98.0	1.3	90.7	.	-0.1
CC1CCN(S(=O)(=O)N2CCC(C(=O)N3CCC(N(C)CC4CCCO4)CC3)CC2)CC1 (centres undefined)	-9.3	12.1	0.9	7.2	3.1	97.2	-2.6	101.4	0.3	-0.2
CCn1ncc([N+](=O)[O-])c1C(=O)NC1CCCCC1	-4.3	0.2	1	2.9	2.2	96.5	5.0	101.4	7.5	-0.1
Nc1c(C(=O)NCC2CCCO2)sc(=S)n1-c1ccccc1 (centres undefined)	2.1	24.5	0.8	6.2	2.2	98.0	0.5	100.2	-0.3	-0.2
FC(F)(F)COc1ccc(-n2ccnc2)nn1	8.9	14.0	0.9	5.9	8.6	91.8	6.8	96.9	-24.9	0.0
Cc1ccc(N2CC(C(=O)N3CCCc4ccccc43)CC2=O)cc1 (centres undefined)	0.0	8.2	0.9	21.5	-4.6	104.2	-10.3	86.7	-0.3	-0.3
COc1ccc(/C=N/NC(=O)c2cccc(NC(=O)c3ccc(F)cc3)c2)c(C(=O)O)c1OC	1.7	12.0	0.9	-0.5	-18.1	115.7	10.3	101.8	-8.1	-0.3
CCCc1cc(C(N)=O)c(NC(C)=O)s1	-2.7	6.6	0.9	26.5	6.0	94.5	0.1	76.6	-0.2	-0.1
Cc1nc(NCC2CC2)c2nnn(Cc3ccccc3)c2n1	-12.2	18.3	0.8	-1.0	-16.0	112.8	1.6	107.2	-15.5	0.2
Cc1cc(N2CCOCC2)ccc1/C=C1\NC(=O)N(CC(=O)Nc2ccc(F)cc2)C1=O	9.0	-4.9	1	6.6	-34.9	131.0*	13.9	98.9	-7.5	-0.1
Cc1cc(C(=O)Nc2c(C)n(C)n(-c3ccccc3)c2=O)on1	-9.0	12.5	0.9	2.5	5.3	95.2	-0.8	101.9	7.1	-0.3
O=C(/C=C/Nc1ccc(OC(F)(F)F)cc1)C(F)(F)F	1.2	15.0	0.8	1.2	4.3	96.2	6.4	100.2	-19.0	0.5
Cc1ccc2[nH]c(=O)c(C(c3nnnn3C(C)(C)C)N(Cc3ccco3)CC3CCCO3)cc2c1 (centres undefined)	-6.8	5.9	0.9	10.1	2.4	97.9	7.5	97.9	7.9	-0.1

Screens from PubChem BioAssay.
